Compound activity deposited in PubChem BioAssay by National Center for Advancing Translational Sciences (NCATS).
TDP1 inh = blocks human tyrosyl-DNA phosphodiesterase 1; recombinant TDP1, AlphaScreen DNA substrate cleavage; Potency, µM (highest dose often 130 µM), for inactives: at the top dose activity change, negative = inhibition, actives largely listed as inhibitors; AID 485290; actives 0.28% (n = 350,000); also: nearly all actives have a fitted effect of over 40% in size
Target sequence (Q9NUW8 whole entry, looked up): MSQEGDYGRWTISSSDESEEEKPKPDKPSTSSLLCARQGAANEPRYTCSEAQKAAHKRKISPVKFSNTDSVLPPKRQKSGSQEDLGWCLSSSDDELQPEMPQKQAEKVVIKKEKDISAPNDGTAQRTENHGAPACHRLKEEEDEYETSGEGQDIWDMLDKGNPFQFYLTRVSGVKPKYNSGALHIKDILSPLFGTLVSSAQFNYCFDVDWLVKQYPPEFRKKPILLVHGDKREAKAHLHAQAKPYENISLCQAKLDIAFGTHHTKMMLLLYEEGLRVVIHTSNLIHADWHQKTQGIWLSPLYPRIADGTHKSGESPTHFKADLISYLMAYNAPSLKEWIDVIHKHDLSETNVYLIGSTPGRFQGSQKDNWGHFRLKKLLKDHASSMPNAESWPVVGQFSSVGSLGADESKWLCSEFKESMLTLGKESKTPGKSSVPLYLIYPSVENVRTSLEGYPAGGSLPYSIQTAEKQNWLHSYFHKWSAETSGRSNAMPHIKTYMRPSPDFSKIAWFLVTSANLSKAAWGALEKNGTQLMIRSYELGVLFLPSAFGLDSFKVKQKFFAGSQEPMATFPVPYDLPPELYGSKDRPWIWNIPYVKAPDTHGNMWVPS
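Signal: AlphaScreen proximity between streptavidin donor and anti-FITC acceptor beads on intact substrate. Reaction: Tdp1 1 nM, substrate 15 nM final, 5 min RT after 15 min compound preincubation.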
DT40 TDP1 no CPT = qHTS for Inhibitors of human tyrosyl-DNA phosphodiesterase 1 (TDP1): qHTS in cells in absence of CPT; DT40 Tdp1-/- hTDP1 cells, no CPT, ATP luminescence, 48 h; Potency, µM (top dose mostly 46.2 µM), inactives show top-dose activity change, negative = growth inhibition, usual class: inhibitors; actives 15% (n = 420,000); AID 686978, 2013; also: nearly all actives have a fitted effect of over 55% in size
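Camptothecin absent (DMSO only). Human TDP1-complemented DT40 knockout cells, 400 cells/well, 37 °C for minimum 48 hr; ATP measured via CellTiter-Glo, 30 min dark incubation, luminescence.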
TDP1 cell CPT = DT40-hTDP1 cell growth loss with CPT; chicken DT40 Tdp1-/-;hTDP1 cells + 20 nM CPT, ATP luminescence, 48 h; Potency, µM (series often up to 46.2 µM), without a hit: at the top dose activity change, negative = growth inhibition, most hits filed as inhibitors; AID 686979; actives 12% (n = 420,000); also: nearly all actives have a fitted effect of over 55% in size
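Cell growth measured by CellTiter-Glo luminescence after a minimum 48 h, 37 C compound exposure with 20 nM CPT in Tdp1-knockout DT40 cells stably expressing hTDP1, seeded 400/well; qHTS titration format.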
* = called active by the depositor; ? = inconclusive; / = no result given; & = joins results of further samples; [ ] = dose if it differs, or a comment. Calls follow the shape of the dose curve; as a rule, active = well fitted curve in the direction sought with a large enough effect; inconclusive = small, poorly fitted or top-dose-only effect, or another doubt; inactive = no such curve, though single readings can be large; an effect the other way counts as inactive or inconclusive. % is scaled to controls: 0 for no effect and ±100 for the full control effect; potency is read from the fitted curve at half-maximal effect.

| compound | TDP1 inh | DT40 TDP1 no CPT | TDP1 cell CPT |
| --- | --- | --- | --- |
| COc1ccc(C(=O)NCc2ccc(C(=O)O)o2)cc1 | / | 0% | 15% |
| C=CCc1c(C)nc2cc(-c3ccc(C)cc3)[nH]n2c1=O | 2% | ? | ? |
| CC(=O)Nc1cccc(NC(C)=O)n1 | 1%&7% | 0% | -16% |
| Cc1ccc(-c2cn(CCN)c(-c3ccc(Cl)nc3)n2)cc1 | 2% | -7% | -29% |
| CC(OC(=O)C1CC1C)C(=O)Nc1ncc(Cl)cc1Cl (stereo not drawn) | / | 2% | 11% |
| N#CC1=C(N)OC2=C(CCc3ccccc32)C1c1ccccc1 (stereo not drawn) | 3% | 0.92µM* | 0.82µM* |
| CC(C)(C)c1ccc(C(=O)c2c[nH]c(C(=O)NCc3cccnc3)c2)cc1 | 5% | 16µM* | 18µM* |
| Cc1ccc(NC(=O)COC(=O)C2CCC2)cc1S(=O)(=O)N1CCCCC1 | 0% | -2% | 10% |
| COC(=O)C1CCN(C(=O)COc2ccc(Cl)cc2)CC1 | 4% | -21% | -8% |
| COC(=O)[C@H](Cc1ccccc1)NC(=O)c1cc(COc2c(F)cccc2F)on1 | -8% | -13% | -24% |
| Cc1ccccc1NC(=O)C1CC(=O)N(c2ccccc2F)C1 (stereo not drawn) | 2% | -5% | 26% |
| Cc1ccccc1NC(=O)c1cccc2c(=O)c3c([nH]c12)CCCC3 | 6% | ? | ? |
| Cc1ccc(C)c(CN2C(=O)C(C)Oc3ccc(C)cc32)c1 (stereo not drawn) | 4% | ? | ? |
| CCOC(=O)CC(NC(=O)Cn1nnc(-c2ccccc2F)n1)c1ccccc1Cl (stereo not drawn) | -3%&-1% | ? | ? |
| C=CCN1C(=O)CSc2ccc(C(=O)NCc3ccc(F)cc3)cc21 | 5% | 4% | -11% |
| CC(=O)c1cc2ccc(O)cc2oc1=O | -2% | 6% | -2% |
| Cc1cccc2nc(=S)n(C(=O)c3ccco3)n12 | -4% | ? | ? |
| COc1cccc(COC(=O)C2CCN(S(=O)(=O)c3ccc(F)cc3)CC2)c1OC | -12% | -14% | -2% |
| CN(CCc1ccccc1)C(C(=O)c1ccc2c(c1)OCO2)c1nnnn1-c1ccccc1NC(=O)OC(C)(C)C (stereo not drawn) | / | 16µM* | 15µM* |
| O=C(CSc1cccc[n+]1[O-])NN(c1ccccc1)c1ccccc1 | 8% | 18% | 14% |
| CSc1ccc(NC(=O)CC(C)=O)cc1 | 5% | 1% | -9% |
| NC(=O)C1CCN(C(=O)CC2(CC(=O)O)CCCCC2)CC1 | 0% | -8% | -8% |
| CCNCc1cc(OCC)c(OCC(=O)NCCc2ccccc2)cc1Cl | 0% | -16% | -27% |
| COc1ccc(CC(=O)Nc2ccccc2NC(=O)c2ccco2)cc1OC | 3% | -8% | -1% |
| COc1ccc(S(=O)(=O)Nc2ccc3c(c2)C(=O)N([C@H](C)CO)C[C@H](C)[C@@H](CN(C)C(=O)Nc2c(C)noc2C)OCCCC[C@H](C)O3)cc1 | / | -29% | 7% |
| CCC1(c2ccccc2)NC(=O)N(CC(=O)Nc2ccccc2C(=O)N2CCCCC2)C1=O (stereo not drawn) | 0% | 0% | 10% |
| COc1ccccc1-c1ccc(SCc2ccccc2)nn1 | 0% | 21µM* | ? |
| O=S(=O)(NCCN1CCOCC1)c1cc(Cl)c(Cl)cc1Cl | 3% | -6% | -14% |
| COc1cc(C(=O)N(Cc2cc3ccc(C)cc3nc2N(C)C)C2CC2)cc(OC)c1OC | / | ? | 15%[9.04 µM] |
| CC(NC(=O)C(=O)NCc1cccs1)c1ccccc1 (stereo not drawn) | / | 17% | 2% |
| Clc1ccc(-c2csc(N3CCSCC3)n2)cc1 | 1% | 29% | -16% |
| COc1ccc(CN2CCC2(C)C(=O)Nc2ccc(OC)c(OC)c2)cc1 (stereo not drawn) | / | ? | ? |
| Cc1cccc(N2CCN(C(=O)CCN3C(=O)C4C5C=CC(C5)C4C3=O)CC2C)c1 (stereo not drawn) | 3% | 26µM* | -29% |
| O=C(CSc1n[nH]c(=O)n1C1CC1)Nc1ccc(Cl)cc1Cl | 1% | -10% | ? |
| CCC(C)NC(=O)COc1ccccc1[N+](=O)[O-] (stereo not drawn) | 5% | -7% | 15% |
| COC(=O)CSc1nnc(CNc2ccc(Cl)cc2)n1-c1ccccc1 | 0% | -1% | 2% |
| Cc1ccc(NC(=O)COC(=O)c2ccc(S(=O)(=O)N3CCCC3)cc2)cc1 | -10% | 1% | 3% |
| COCCn1ccc2c(OCC(=O)Nc3cc(OC)ccc3OC)cccc2c1=O | 0% | 15µM* | ? |
| O=C(NCc1cccs1)c1noc2c1CCCC2 | 4% | ? | ? |
| C[C@@H]1CN([C@@H](C)CO)C(=O)c2cc(Br)cnc2O[C@H]1CN(C)Cc1ccccc1C(=O)O | / | -2% | 7% |
| Cc1ccccc1-c1nc(SCc2ccccn2)c2c(=O)n(C)c(=O)n(C)c2n1 | -5% | -10% | -6% |
| COc1ccc(NC(=O)C2=Cc3ccccc3OC2)cc1 | 0% | ? | -12% |
| Cc1noc(C)c1NC(=O)N(C)C[C@H]1Oc2ccc(NC(=O)C3CC3)cc2C(=O)N([C@H](C)CO)C[C@@H]1C | 1% | ? | ? |
| CC(C)(C)[C@H]1COC(=O)CC/C=C\C[C@H](CC(=O)N(CCO)Cc2ccccc2)C(=O)N1 | 1% | 0% | ? |
| Nc1cnccc1Oc1cccc(C(F)(F)F)c1 | / | -14% | ? |
| CS(=O)(=O)N1CC(C(=O)NN)Oc2ccc(Cl)cc21 (stereo not drawn) | 5% | -23% | -10% |
| Nc1nc2c(c(=O)[nH]1)N(C=O)C(CNc1ccc(C(=O)NC(CCC(=O)O)C(=O)O)cc1)CN2 (stereo not drawn) | -5%[56.1 µM] | -5% | 24% |
| CC(NCc1ccc(-c2ccccc2)cc1)C(O)c1ccccc1 (stereo not drawn) | -5% | 18µM* | ? |
| COc1ccc(C)cc1NC(=O)Cn1cnnn1 | 3% | 4% | 1% |
| N=c1c(-c2nc3ccccc3[nH]2)cc(C(=O)c2ccco2)nn1-c1ccccc1 | 11% | 3.3µM* | 2.6µM* |
| O=C(CCc1nc2ccccc2c(=O)[nH]1)N1CCN(S(=O)(=O)c2cccc(F)c2)CC1 | 5% | -14% | ? |
| CCc1ccc(NC(=O)CSc2nccn2-c2ccc(F)cc2)cc1 | 8% | -18% | ? |
| Cc1cc(C)n(C(C)CNS(=O)(=O)c2ccccc2)n1 (stereo not drawn) | 7% | 19% | -1% |
| C/C(N)=C(/C#N)C(=O)COC(=O)CNC(=O)c1ccc(Cl)cc1Cl | 4% | -3% | 8% |
| CC(C)=CCCC1(C)C=Cc2c(c(C)cc3c2[nH]c2cc(O)ccc23)O1 (stereo not drawn) | / | 16µM* | ? |
| Cc1ccc(-c2noc(CCC(=O)Nc3cccc(C(=O)NC4CC4)c3)n2)cc1 | / | ? | -8% |
| O=C(CCCn1c(=O)c2ccccc2n(Cc2ccc(F)cc2Cl)c1=O)NCCc1ccc(Cl)cc1 | -2% | 18µM* | ? |
| COc1ccccc1N1CCN(CCCNC(=O)c2cnn(-c3cccc(Cl)c3)c2C2CCN(C(=O)OC(C)(C)C)CC2)CC1 | 7% | 7.3µM* | 9.2µM* |
| CCOc1ccc(N(CC(=O)NC2CCCCC2)S(=O)(=O)c2ccccc2)cc1 | -19% | ? | -4% |
| O=C1NC(Cc2ccccc2)c2nc3ccccc3c(=O)n2-c2cc3ccccc3cc21 (stereo not drawn) | / | 13µM* | 13µM* |

Next part.
canonical_smiles,TDP1 inh,DT40 TDP1 no CPT,TDP1 cell CPT
O=C(c1ccc2[nH]c3c(c2c1)CCCC3)N1CCN(c2ccc(F)cc2)CC1,11%,?,23µM*
CC(C(=O)NC1CCCC1)N(Cc1ccc2c(c1)OCO2)C(=O)c1snc(C(N)=O)c1N (stereo not drawn),5%,-26%,-13%
O=C(CNC(=O)c1cccs1)c1ccc(F)cc1,2%,-13%,-4%
C/C(=N/NC(=O)C(O)(c1ccccc1)c1ccccc1)c1ccc([N+](=O)[O-])o1,-8%,21µM*,21µM*
COCc1c(C(=O)OCc2nc(N)nc(Nc3ccccc3C)n2)oc2ccccc12,5%,-11%,-1%
CC(=O)O/N=C1\C(=O)N(Cc2ccc(C)cc2)c2ccccc21,9%,?,-11%
CCc1nnc(NC(=O)C2=CCN(S(=O)(=O)c3ccccc3)CC2)s1,-1%,-18%,-12%
COC(=O)[C@H](C)NC(=O)COc1ccccc1,3%,-2%,2%
C=CCSc1nnc(-c2ccc(Cl)cc2Cl)o1,-4%,-9%,-6%
O=C(COc1ccccc1F)NC1CC1,-5%,-12%,-5%
COC(=O)C1=C(N)OC2=C(C(=O)CCC2)C1c1ccccc1OC (stereo not drawn),/,-23%,38%[activator]
CCSc1ncc(/C=N/Nc2ccccc2)n1C,8%,16µM*,23µM*
[N-]=[N+]=NC(c1ccccc1)c1nc2ccccc2[nH]c1=O (stereo not drawn),/,?,-5%
C=CCC1(CC=C)CCCN1C(=O)c1ccc2oc(CCCC)nc2c1,/,10µM*,12µM*
CC(=O)Nc1nonc1-c1nnc(SCc2ccccc2C)n1C,-8%,?,?
O=C(N/N=C1\CC2CC=CC12)c1ccc(O)cc1 (stereo not drawn),5%,3%,22%
Cc1ccc(C)c(C(=O)COC(=O)c2nn(C)c(=O)c3ccccc23)c1,-5%[56.1 µM],-26%,2%
Cc1ccc(C)c2nc(SCC(=O)N3CCCc4ccccc43)c(C#N)cc12,3%,?,?
CCCCN(CCCC)C(=O)CN(C)S(=O)(=O)c1ccc2c(c1)n(C)c(=O)c(=O)n2C,-8%,-1%,-2%
Cc1ccc(S(=O)(=O)/N=C(/Nc2nc(C)cs2)c2ccccc2)cc1,0%,-4%,1%

Molecules from the list above containing an NH in an aromatic ring, in the order listed:
canonical_smiles,TDP1 inh,DT40 TDP1 no CPT,TDP1 cell CPT
C=CCc1c(C)nc2cc(-c3ccc(C)cc3)[nH]n2c1=O,2%,?,?
CC(C)(C)c1ccc(C(=O)c2c[nH]c(C(=O)NCc3cccnc3)c2)cc1,5%,16µM*,18µM*
Cc1ccccc1NC(=O)c1cccc2c(=O)c3c([nH]c12)CCCC3,6%,?,?
O=C(CSc1n[nH]c(=O)n1C1CC1)Nc1ccc(Cl)cc1Cl,1%,-10%,?
Nc1nc2c(c(=O)[nH]1)N(C=O)C(CNc1ccc(C(=O)NC(CCC(=O)O)C(=O)O)cc1)CN2 (stereo not drawn),-5%[56.1 µM],-5%,24%
N=c1c(-c2nc3ccccc3[nH]2)cc(C(=O)c2ccco2)nn1-c1ccccc1,11%,3.3µM*,2.6µM*
O=C(CCc1nc2ccccc2c(=O)[nH]1)N1CCN(S(=O)(=O)c2cccc(F)c2)CC1,5%,-14%,?
CC(C)=CCCC1(C)C=Cc2c(c(C)cc3c2[nH]c2cc(O)ccc23)O1 (stereo not drawn),/,16µM*,?
O=C(c1ccc2[nH]c3c(c2c1)CCCC3)N1CCN(c2ccc(F)cc2)CC1,11%,?,23µM*
[N-]=[N+]=NC(c1ccccc1)c1nc2ccccc2[nH]c1=O (stereo not drawn),/,?,-5%

(list continues)
canonical_smiles,TDP1 inh,DT40 TDP1 no CPT,TDP1 cell CPT
COc1ccc(NC(=O)/C=C/c2ccc(S(=O)(=O)N3CCOCC3)cc2)cc1,0%,0%,-2%
Cc1c(C(=O)N(Cc2cccc(F)c2)C2CCS(=O)(=O)C2)oc2cc(Br)ccc12 (stereo not drawn),9%,18µM*,?
COc1ccc(C(=O)CC(=O)C(=O)Nc2ccc(C)c(C)c2)cc1,/,21µM*,21µM*
C=CCN(CC=C)C(=S)Nc1ccc(OC)c(OC)c1,0%,-24%,1%
COc1cccc(Nc2nc3cc(C)ccc3cc2C)c1,/,?,?
COc1cc(S(=O)(=O)N(Cc2cccc(OC)c2OC)CC2CCCO2)ccc1-n1cnnn1 (stereo not drawn),-6%,-7%,-2%
Cc1ccc(C(=O)COC(=O)CNC(=O)Cc2ccccc2)cc1[N+](=O)[O-],10%,-10%,-8%
O=C(O)CSc1nnc(Cn2c(=O)sc3ccccc32)n1-c1cccc(Cl)c1,2%,0%,0%
COc1cc(COc2ccc(S(=O)(=O)N3CCOCC3)cc2[N+](=O)[O-])ccc1OC(F)F,/,?,18µM*
O=S(=O)(Nc1ccc2cn[nH]c2c1)c1ccc(Cl)s1,3%,-1%,2%
CCOC(=O)C1=C(N)OC2=C(C(=O)CCC2)C1c1ccccc1OC (stereo not drawn),-2%,14%,0%
Cn1c(N)c(C(=O)CSc2nnc(C3CC3)n2Cc2ccccc2)c(=O)n(C)c1=O,2%,-22%,-13%
O=C(Nc1ccc(Cl)cc1)c1nc[nH]c1C(=O)NCCN(CCNC(=O)c1[nH]cnc1C(=O)Nc1ccc(Cl)cc1)CCNC(=O)c1[nH]cnc1C(=O)Nc1ccc(Cl)cc1,1%,?,?

Not a hit list; 18% or so of the library scored in one or more.
